TR-FRET SRC-2 ct = flags TR-FRET format artefacts in PPARgamma SRC-2 recruitment agonist screen. TR-FRET artefact counter-screen; active compounds read high. TR-FRET ratio at 8 µM. 200,000 tested, 0.4% active; in the data active = TR-FRET ratio above about 2000; note: inactives centre near 1500; reference of the scale not given here
PPARg SRC3 recr = PPARgamma-driven SRC-3 recruitment agonism | P37231 | activation, % at 8 µM | AID 731 | biochemical PPARgamma/SRC-3 coactivator recruitment assay | 200,000 tested, 0.26% active; in the data active = activation above about 23%;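 note: 0% = DMSO and 100% = reference agonist; some compounds past the cut are filed as inactive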
Target sequence (P37231 whole entry, looked up): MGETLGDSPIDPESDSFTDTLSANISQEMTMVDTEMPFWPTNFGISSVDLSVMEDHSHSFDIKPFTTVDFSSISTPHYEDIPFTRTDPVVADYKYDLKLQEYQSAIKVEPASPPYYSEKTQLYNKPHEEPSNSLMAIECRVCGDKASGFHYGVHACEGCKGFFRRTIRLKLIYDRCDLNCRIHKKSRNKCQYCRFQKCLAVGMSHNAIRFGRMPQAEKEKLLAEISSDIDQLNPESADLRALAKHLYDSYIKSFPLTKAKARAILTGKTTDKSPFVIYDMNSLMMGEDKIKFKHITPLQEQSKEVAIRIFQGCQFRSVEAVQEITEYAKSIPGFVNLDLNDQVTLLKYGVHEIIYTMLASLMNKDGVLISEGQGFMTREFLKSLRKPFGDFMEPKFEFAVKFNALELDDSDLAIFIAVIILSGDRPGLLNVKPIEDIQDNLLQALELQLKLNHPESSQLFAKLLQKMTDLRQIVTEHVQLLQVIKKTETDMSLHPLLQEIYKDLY
PPARg SRC2 recr = promotes SRC-2 coactivator recruitment by human PPARgamma; P37231; 200,000 tested, 0.34% active; activation, % at 8 µM; PPARgamma LBD-SRC-2 recruitment, biochemical; in the data active = activation above about 22%;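 note: 0% = vehicle and 100% = reference agonist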
bIAP inh = intestinal alkaline phosphatase (bovine) inhibition | AID 1019 | inhibition, % at 20 µM | 190,000 tested, under 10 active | purified bovine IAP, CDP-star luminescence, 30 min;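 active = over 50% inhibition of intestinal alkaline phosphatase at 20 µM in the single-dose screen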
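Assay system – bovine IAP enzyme · Quantity – bovine IAP at 1/65,000,000 final dilution · Detection – CDP-star luminescence signal · Times – 30 min reaction at room temperature · Also added – CDP-star substrate at 30 µM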
PPARg SRC1 recr = promotes SRC-1 coactivator recruitment by human PPARgamma. PPARgamma-SRC-1 coactivator recruitment biochemical assay. activation, % at 8 µM. 200,000 tested, 0.41% active. AID 631; in the data active = activation above about 19%;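 note: 0% = DMSO and 100% = reference agonist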
Efa HMGR inh = E. faecalis class II HMG-CoA reductase inhibition; purified E. faecalis HMGR, NADPH absorbance 340 nm kinetic; inhibition, % at 10 µM; 190,000 tested, 0.41% active; AID 1066;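 active = inhibition above a set limit, the median over all tested compounds plus 3 SD, cut at about 9.5% in these data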;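 note: enzyme runs in reverse so mevalonate oxidation gives rising NADPH absorbance; 0% = complete reaction with DMSO and 100% = background rate lacking mevalonate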
S1P3 antag = antagonists of human S1P3 receptor. CHO S1P3 NFAT-BLA reporter, FRET fluorescence, antagonist mode. inhibition, % at 4.98 µM. 170,000 tested, 0.27% active;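 active = inhibition above the plate cutoff, the mean inhibition of test wells on that plate plus 3 SD, cut at about 28% in these data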;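 note: cells challenged with S1P at its EC80 of 0.8 µM; blue over green emission ratio from cleaved BLA substrate after 4 h stimulation; 0% = S1P-stimulated wells and 100% = unstimulated DMSO-only wells; some compounds past the cut are filed as inactive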
RAM inhibit = blocks the yeast RAM network. 190,000 tested, 1.8% active. AID 868. inhibition, % at 50 µM. S. cerevisiae dse1pr::URA3 reporter, 5-FOA growth OD615, 2 d; analog-sensitive cbk1-as2 kinase mutant strain;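 active = inhibition above a set limit, 3 SD over mean compound inhibition, cut at about 8.4% in these data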;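 note: 0% = DMSO-only wells with no growth and 100% = 10 µM 1-NA-PP1 full growth; inhibition rescues growth on 5-FOA so higher OD means more RAM inhibition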
ROMK mod = modulators of human ROMK potassium channel | Tet-inducible ROMK, thallium flux fluorescence; actives lie on both sides | B-score at 10 µM | 130,000 tested, 2% active | AID 1918;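 active = signal ratio slope over the read window, or its plate-corrected B-score, at least 3 SD from the plate mean, either direction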;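 note: B-score of the F/F0 ratio slope over 7 to 12 s after thallium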
Target sequence (P48048 whole entry, looked up): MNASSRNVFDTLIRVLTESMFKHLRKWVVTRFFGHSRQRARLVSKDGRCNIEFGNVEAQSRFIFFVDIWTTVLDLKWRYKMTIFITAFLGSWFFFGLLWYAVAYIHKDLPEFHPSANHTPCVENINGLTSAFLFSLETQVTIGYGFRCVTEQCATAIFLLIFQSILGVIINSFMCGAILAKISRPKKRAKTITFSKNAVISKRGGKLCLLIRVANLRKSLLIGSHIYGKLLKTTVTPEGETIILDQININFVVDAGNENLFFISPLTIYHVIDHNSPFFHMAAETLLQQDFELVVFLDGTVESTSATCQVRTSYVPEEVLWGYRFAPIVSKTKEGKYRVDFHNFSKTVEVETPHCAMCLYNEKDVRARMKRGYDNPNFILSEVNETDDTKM
DTT redox prof = compounds producing H2O2 with reducing agent – biochemical, NIH compound library profiling, artefact control for MLSCN library redox annotation, primary screen; DTT-dependent redox cycling H2O2, phenol red/HRP absorbance; 100% = 100 µM peroxide control, 0% = buffer; activation, % at 10 µM; 200,000 tested, 0.03% active;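 active = activation of at least 50% relative to the plate's high and low controls in the primary single-dose screen; inactive = activation below 50%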;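 note: compound incubated with DTT at 0.8 mM final as the reducing agent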
Lmaj promast = Leishmania major promastigote growth inhibition | Leishmania major promastigotes, resazurin fluorescence viability | inhibition, % at 10 µM | 200,000 tested, 9% active; in the data active = inhibition above about 50%;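 note: promastigotes grown with compound for 44 hours at 28 °C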
* = called active by the depositor; . = not tested or not shown.

SMILES	TR-FRET SRC-2 ct	PPARg SRC3 recr	PPARg SRC2 recr	bIAP inh	PPARg SRC1 recr	Efa HMGR inh	S1P3 antag	RAM inhibit	ROMK mod	DTT redox prof	Lmaj promast
Cc1cc(C)c2cc(CN(CCCN(C)C)C(=S)NCc3ccccc3)c(=O)[nH]c2c1	1609	3	3	0	5	-1	-12	0.5	-3.7*	0.2	100*
COc1ccc(C(=O)NCc2nnc(SCC(=O)Nc3nc4ccccc4s3)o2)cc1	1701	1	-3	4	-2	-7	6	5.7	1.3	0.2	49
O=S(=O)(CCc1nc2ccccc2s1)c1ccc2ccccc2c1	1477	-3	-12	9	-2	-8	.	2.9	.	1.3	1
CCCCc1nc2cc(Cl)ccc2o1	1642	3	3	16	19	-8	10	1.6	-0.97	0.4	-5
CC1=Nc2ccccc2/C1=C/c1nc(-c2ccc(C)s2)oc1O	1763	2	5	17	9	-10	10	7.0	-0.72	-0.8	10
COc1cccc2cc(C(=O)Oc3ccc(NC(C)=O)cc3)c(=O)oc12	1439	0	-2	8	1	-1	-11	1.7	.	0.6	3
CC1(C)Cc2nc(N3CCOCC3)c(C#N)cc2CO1	1610	7	-5	-8	0	0	-5	1.4	.	0.6	-3
CCOC(=O)N1CCN(c2c(NCCc3ccc(OCC)c(OCC)c3)c(=O)c2=O)CC1	1468	6	8	-4	2	-5	-15	-0.4	0.91	0.8	0
CCOC(=O)CN1C(=O)C(O)(CC(=O)c2ccco2)c2ccccc21 (stereo not drawn)	1422	4	-5	16	2	0	-76	0.4	.	2.0	-16
Cc1cc(Cl)ccc1NC(=S)Nc1ccccn1	1557	-1	-11	34	-1	4	1	2.5	.	0.8	-6
COc1ccc(C(=O)NC(Cc2ccc(OC(=O)c3ccc(OC)cc3)cc2)C(=O)O)cc1 (stereo not drawn)	1480	-1	-4	-1	-10	4	-12	3.0	1.7	-0.2	-4
COc1ccc2c(c1)c(=O)oc1cc(OCC(=O)N3CCC(C)CC3)ccc12	1382	3	-1	2	7	-11	.	2.6	.	-0.8	1
COCCn1c(SCC(=O)c2ccccc2)nc2c(c1=O)SC(C)C2 (stereo not drawn)	1421	-14	-5	-12	-6	-1	3	0.7	.	2.3	2
C=CCN1C(=O)NC(c2ccc(OC)cc2)(C(F)(F)F)S/C1=C(\C#N)c1nnc(N2CCOCC2)n1-c1ccccc1 (stereo not drawn)	1773	0	-6	-10	10	-12	-7	-0.3	-0.58	0.0	-3
O=C(NC1CC1)C1CCCN1S(=O)(=O)c1ccc2ccccc2c1 (stereo not drawn)	1369	-9	1	0	-7	-1	-9	0.1	0.15	0.4	-1
CCc1nnc(NC(=O)c2cc(-c3ccccn3)nc3ccccc23)s1	1393	10	0	-1	16	-6	10	0.4	-0.52	-0.2	-7
Cc1cccc(NC(=O)CSc2nc3ccc(NC(=O)CSc4nnnn4-c4ccccc4)cc3s2)c1C	1407	13	-2	2	15	5	.	1.8	.	2.7	-1
Cc1cc(C)c(C#N)c(SC2CCCCC2=O)n1 (stereo not drawn)	1339	2	2	4	3	-2	15	3.4	.	2.1	-2
COc1ccccc1Nc1nc2ccccc2[nH]1	1580	27*	8	15	11	-6	18	0.9	.	3.3	17
O=C(Cn1c(=O)c2sccc2n(Cc2cccc([N+](=O)[O-])c2)c1=O)NCCc1ccccc1	1562	1	6	-49	-2	-1	3	1.2	-0.052	-0.1	18
COc1ccc(OCC(=O)Nn2c(-c3ccc(OC)cc3)nc3ccccc3c2=O)cc1	1489	6	10	-26	6	-4	2	7.3	.	-0.2	-4
CCOC(=O)c1c(C)[nH]c(C(=O)COC(=O)CCS(=O)(=O)c2ccc(C)cc2)c1C	1529	1	-8	-16	2	3	0	4.6	.	.	49
COc1ccc(C2C(C(C)=O)=C(Nc3ccccc3)CC(C)(O)C2C(C)=O)cc1OC (stereo not drawn)	1434	1	5	49	5	14*	.	-0.6	.	0.1	-2
Cc1nnc(SCC(=O)NCC(=O)Nc2ccc(F)c(F)c2F)n1Cc1ccccc1	1559	-4	-3	6	-1	4	5	0.0	-0.7	-0.9	-5
C/C(Cl)=C/Cn1c(SC(C)C)nc2c1c(=O)[nH]c(=O)n2C	1599	3	5	5	1	-3	7	0.7	8.3e-05	-0.2	10
COc1ccc(/C=N/NC(=O)c2cccc(NC(=O)c3ccc(Cl)cc3)c2)c(OC)c1	1680	-1	6	-6	6	-4	4	4.0	-0.45	-0.5	43
CC(NC(=O)c1ccnn1C)C1CCCO1 (stereo not drawn)	1537	-3	-4	-11	-6	0	-21	2.7	.	0.7	4
CC1CCN(CC(=O)N2c3ccccc3CC2C)CC1 (stereo not drawn)	1544	-1	-1	-3	2	-4	-3	0.0	-0.026	12	2
CC1CCCC(n2c(=S)[nH]c3ccccc3c2=O)C1C (stereo not drawn)	1502	-8	10	7	-1	-7	.	1.8	.	-4.1	22
CNc1nc(SCc2ccccc2)nc(N2CCOCC2)n1	1686	-6	9	1	2	1	16	1.4	.	3.1	41
O=P(c1cccs1)(c1cccs1)c1cccs1	1671	8	6	9	9	-5	-37	0.7	-0.62	1.8	-11
COc1ccc(S(=O)(=O)C(C#N)c2nc3ccccc3nc2N2CCCCC2)cc1 (stereo not drawn)	1578	4	3	7	2	-12	.	6.1	.	-0.6	-4
COc1ccccc1N(CC(=O)Nc1c(C)n(C)n(-c2ccccc2)c1=O)S(=O)(=O)c1ccc(C)cc1	1638	1	7	-9	7	2	1	-0.5	-0.64	0.0	-4
O=C1NC(=Nc2ccc(F)cc2)CS1	1514	-3	-10	4	-7	-3	-4	0.1	1.7	0.1	16
Cc1ccc(S(=O)(=O)NCC(=O)N(CC(=O)NCC2CCCO2)C2CCCC2)cc1 (stereo not drawn)	1580	5	8	-20	4	-4	0	0.1	.	2.2	-4
O=C(CN1C(=O)CCS(=O)(=O)c2ccccc21)NCc1ccccc1	1564	2	-6	10	-2	-3	.	0.0	.	0.9	-2
CCOc1ccc(C(=O)Nc2nnc(C)s2)cc1OCC	1820	4	2	6	5	-3	-9	3.0	1.9	-0.2	26
COC(=O)C1=C(N)OC2=C(C(=O)CCC2)C1c1cccnc1 (stereo not drawn)	1638	3	4	4	1	4	-20	1.6	0.34	-0.4	23
O=C(CC(c1ccccc1)c1ccccc1O)NCc1ccco1 (stereo not drawn)	1560	8	-3	10	-2	0	.	1.6	.	2.2	-2
CNC(=O)COC(=O)c1[nH]c(C)c(C(C)=O)c1C	1652	2	2	10	4	-2	.	1.9	.	2.2	-3
COC(=O)c1ccc(-c2ccco2)n1Cc1cccc(C)c1	1438	-1	4	40	1	0	.	-0.2	0.19	0.3	2
CCn1c2ccccc2c2cc(NC(=O)COC(=O)C3CCC(=O)N3)ccc21 (stereo not drawn)	1361	2	1	21	-2	-3	.	1.3	.	-2.2	3
O=c1cc(N2CCN(c3cccc(Cl)c3)CC2)[nH]c(=O)n1C1CCCCC1	1525	-4	0	0	4	-1	-11	3.4	0.58	-0.3	-1
Cc1cc2nc(-c3ccco3)cc(C(F)(F)F)n2n1	1431	0	9	1	-4	0	6	-0.1	.	-0.1	-5
CCOC(=O)C(=O)Nc1cc(C(=O)OC)cc(C(=O)OC)c1	1697	2	5	-12	5	2	-23	3.2	1.3	-3.1	-10
CCOC(=O)C1(Cc2ccccc2)CCN(Cc2ccc3c(c2)OCCO3)CC1	1759	3	-4	-7	6	-2	1	0.4	0.054	0.2	92*
CCOC(=O)C1CCCN(C(=O)CNS(=O)(=O)c2ccc(Br)s2)C1 (stereo not drawn)	1489	-8	4	-60	2	2	-4	0.7	.	2.5	0
Cn1c(N)c(C(=O)COC(=O)c2ccco2)c(=O)n(C)c1=O	1335	-3	1	-2	1	1	-27	0.8	.	1.7	-5
COc1cc(/C=C2/SC(=Nc3ccc(O)cc3)NC2=O)cc(OC)c1O	1489	0	-4	12	-1	-3	-7	1.6	-0.14	-0.7	1
Cc1cc2c(c(=O)n1CCN(C)C)C(c1ccccc1Br)C(C#N)=C(N)O2 (stereo not drawn)	1592	9	5	-3	3	-4	3	2.8	.	-0.5	0
O=C(c1cc(-c2ccccn2)nc2ccc(Br)cc12)N1CCc2ccccc2C1	1535	6	6	9	9	-2	.	0.2	.	-0.2	12
CCCCCc1ccc(OCCOCCn2c[n+](C)c3ccccc32)c(CCCCC)c1	1494	-1	-5	8	5	-5	-18	-1.6	.	0.0	101*
COCCNC(=O)c1ccccc1N(Cc1ccccc1)S(=O)(=O)c1ccc(C)cc1	1619	6	-5	6	-4	2	13	0.7	-0.85	0.2	0
COc1ccc(-c2ccn(-c3cccc(F)n3)n2)cc1	1620	3	7	-8	5	-1	11	1.7	-0.16	-1.6	-5
CCSc1nc2c(c(=O)[nH]c(=O)n2C)n1Cc1ccc(Cl)cc1	1510	0	0	8	2	-2	27	3.5	0.31	2.0	-3
O=C(CCN1CCN(CCO)CC1)Nc1ccc(C2CCCC2)cc1	1370	0	0	0	-10	-5	3	-2.0	-1.1	-1.5	10
Cc1ccc2cc(COC(=O)c3ccco3)c(=O)[nH]c2c1	1656	-9	3	12	-2	-3	.	3.0	-1.1	-0.1	-3
CC(C)NC(=O)COC(=O)/C=C/c1ccco1	1513	-4	2	2	1	0	4	-0.1	.	-0.2	-10
COC(=O)C(CCSC)NS(=O)(=O)c1ccc(Cl)cc1 (stereo not drawn)	1455	0	-1	-6	4	-6	-3	-0.5	-0.078	0.2	-8
CCOCc1nnc(NC(=O)c2cccs2)s1	1236	-2	-7	7	-4	-2	-15	-1.5	.	4.5	-10

Other structures follow.
SMILES	TR-FRET SRC-2 ct	PPARg SRC3 recr	PPARg SRC2 recr	bIAP inh	PPARg SRC1 recr	Efa HMGR inh	S1P3 antag	RAM inhibit	ROMK mod	DTT redox prof	Lmaj promast
COc1cc(OC)cc(C(=O)N[C@H](C(=O)OCC(=O)Nc2ccc(F)c(F)c2)C(C)C)c1	1641	8	0	-4	8	-3	15	8.6*	.	-0.7	2
Cc1nnc(Nc2ccc(C(=O)N3CCOCC3)cc2)c2ccccc12	1453	4	-5	6	-5	-7	6	0.1	.	0.1	0
O=C(c1sc2cc([N+](=O)[O-])ccc2c1Cl)N1CCOCC1	1297	-3	-5	-34	-2	-4	15	0.8	.	-0.2	-7
COC(=O)COc1ccc(S(=O)(=O)Nc2ccc(C(N)=O)cc2)cc1Cl	1688	6	4	11	7	-5	6	0.5	.	1.7	-9
COc1ccc(Nc2ncnc3c2cnn3Cc2ccccc2)cc1OC	1689	15	10	7	-1	-11	27	1.7	.	2.4	-4
COC(=O)c1[nH]c2ccccc2c1NC(=O)CCN1CCSCC1	1673	3	7	12	-4	-8	-6	0.0	.	2.3	-8

Source: PubChem (several laboratories)
